mcGAS lum: cyclic GMP-AMP synthase inhibitors, mouse, primary biochemical chemiluminescence. Q8C6L5. recombinant cGAS, Kinase-Glo ATP depletion luminescence. inhibition, % at 12.5 µM. actives 0.15% (n = 160,000);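 further: 0% = negative control wells and 100% = reference inhibitor with no enzyme activity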
NPYLR7 agonist: agonists of mosquito NPYLR7 receptor, primary screen, cell-based, Aedes aegypti, calcium fluorescence, mosquito biting behavior; Aedes aegypti neuropeptide Y-like receptor 7 (NPYLR7); HEK293T NPYLR7/Galpha15, GCaMP6s calcium fluorescence; activation, % at 10 µM; actives 0.15% (n = 270,000); in the data active means activation above about 40%;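 further: 0% = vehicle and 100% = reference agonist at the receptor; some compounds past the cut are filed as inactive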
hcGAS inh: Primary biochemical luminescence assay for human cyclic GMP-AMP synthase inhibitors. Q8N884. recombinant h-cGAS, ATP depletion, Kinase-Glo luminescence. inhibition, % at 12.5 µM. actives 0.081% (n = 290,000);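 further: 0% = vehicle reaction and 100% = reaction without DNA for no activity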
Target sequence (Q8N884 whole entry, looked up): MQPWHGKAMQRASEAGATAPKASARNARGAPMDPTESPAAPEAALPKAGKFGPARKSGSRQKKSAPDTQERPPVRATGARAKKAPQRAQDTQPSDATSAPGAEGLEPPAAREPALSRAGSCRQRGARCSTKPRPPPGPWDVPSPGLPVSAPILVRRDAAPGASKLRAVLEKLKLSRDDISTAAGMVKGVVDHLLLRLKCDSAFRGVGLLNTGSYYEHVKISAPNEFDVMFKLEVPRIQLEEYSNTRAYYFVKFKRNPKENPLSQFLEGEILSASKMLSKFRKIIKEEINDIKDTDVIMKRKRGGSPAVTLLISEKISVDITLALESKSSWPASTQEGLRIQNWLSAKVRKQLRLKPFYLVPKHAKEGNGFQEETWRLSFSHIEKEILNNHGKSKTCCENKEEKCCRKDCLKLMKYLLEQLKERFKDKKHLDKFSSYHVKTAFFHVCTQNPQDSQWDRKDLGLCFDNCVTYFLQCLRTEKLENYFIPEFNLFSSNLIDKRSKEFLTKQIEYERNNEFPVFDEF
Starred values were filed as active, the others as inactive. Unless noted, no stated cut-off is given here; in the data, active means inhibition above about 40%; inactive means the rest.

Screening Cc1ccc(C)c(NC(=O)CN(C)C(=O)C2CCCN(c3cnccn3)C2)c1 (stereo not drawn) returned mcGAS lum -15, NPYLR7 agonist 8 and hcGAS inh -6.
Cc1cc(C)cc(C(=O)OCCN2C(=O)c3cccc4c(N5CCCCC5)ccc(c34)C2=O)c1 was read as mcGAS lum -2, NPYLR7 agonist -14 and hcGAS inh -1.
For COCCN(Cc1ccc(C)cc1)CC1CCOC1 (stereo not drawn) the results were NPYLR7 agonist 8 and hcGAS inh -4.
CN(c1ccccc1NCC(=O)N1CCN(C(=O)C2CC2)CC1)C1CCCC1 was read as NPYLR7 agonist 14 and hcGAS inh -7.
Screening CC(C)CNC(=O)c1c(O)nc2ccccn2c1=O returned mcGAS lum -7, NPYLR7 agonist 0 and hcGAS inh -5.
For Cc1cc(C)cc(N2CCN(C(=O)C3CCC3)C(C)C2=O)c1 (stereo not drawn) the results were mcGAS lum -2, NPYLR7 agonist -11 and hcGAS inh -1.
For Cc1ccc(NC(=O)CN2CC3CCCCN3CC2C)cc1 (stereo not drawn) the results were mcGAS lum -18, NPYLR7 agonist -3 and hcGAS inh -8.
`COc1cccc(C(=O)Oc2coc(CSc3ncccn3)cc2=O)c1OC` gave mcGAS lum -4, NPYLR7 agonist -12 and hcGAS inh -2.
For CC1=CCC=CC1C(=O)N1CCOC(c2ccccc2)C1 (stereo not drawn) the results were NPYLR7 agonist 23 and hcGAS inh -6.
COc1ccc(OCC2CN(C(=O)Cc3cc(OC)cc(OC)c3)CCO2)cc1 (stereo not drawn) was read as NPYLR7 agonist 21 and hcGAS inh -5.
For CCCN(C/C=C/c1ccccc1)C(=O)Cc1ccc2c(c1)NC(=O)CO2 the results were mcGAS lum -2, NPYLR7 agonist -5 and hcGAS inh -2.
For CC(C)CN(CCC(=O)NCc1ccccc1)c1nc(C2CC2)nc2ccccc12 the results were mcGAS lum -3, NPYLR7 agonist -2 and hcGAS inh -1.
Screening COCC(=O)Nc1ccc(Nc2ccc(-n3ccc(C)n3)nn2)cc1 returned mcGAS lum -10, NPYLR7 agonist -6 and hcGAS inh -4.
`O=C1CSC(c2ccccc2F)N1c1ccccc1` (stereo not drawn) gave mcGAS lum -6, NPYLR7 agonist -5 and hcGAS inh -1.
`CC(COc1cccc(C#N)c1)OC(=O)c1ncoc1C(C)C` (stereo not drawn) gave NPYLR7 agonist 10 and hcGAS inh -12.
Cc1cc(C)n(C(C[N+](=O)[O-])c2ccccc2)n1 (stereo not drawn) was read as NPYLR7 agonist 1 and hcGAS inh -5.
Cc1nc(C)c(CN2CCC(n3cc(CC(C)O)nn3)CC2)nc1C (stereo not drawn) was read as mcGAS lum -10, NPYLR7 agonist 1 and hcGAS inh -7.
Screening Cc1cc(C)n(C(C)C(=O)NCC(=O)Nc2ccc(F)c(F)c2F)n1 (stereo not drawn) returned NPYLR7 agonist -5 and hcGAS inh 2.
CC1CCN(c2cc3c(cc2F)c(=O)c(-c2nc(-c4ccc5c(c4)OCO5)no2)cn3C)CC1 was read as mcGAS lum 0, NPYLR7 agonist -11 and hcGAS inh -2.
Screening O=C1NC2(CCN(Cc3ccccc3C(F)(F)F)CC2)Nc2cc(Cl)ccc21 returned mcGAS lum -3, NPYLR7 agonist 5 and hcGAS inh -3.
CCCn1c(CN2CCCCC2)n[nH]c1=O was read as NPYLR7 agonist 15 and hcGAS inh -4.
For COC(=O)[C@@H](NC(=O)N(Cc1ccncc1)C1CCN(C)CC1)C(C)C the results were NPYLR7 agonist 13 and hcGAS inh -9.
Screening Cc1cn2c3c(=O)n(Cc4ccc(F)cc4)c(=O)n(C)c3nc2n1CCN1CCOCC1 returned NPYLR7 agonist 1 and hcGAS inh -5.
`CCCCOc1cccc2c1CCN(CC)C2=O` gave mcGAS lum -3, NPYLR7 agonist 1 and hcGAS inh -2.

Reprinted from the listing (eleven entries):
`O=C1CSC(c2ccccc2F)N1c1ccccc1` (stereo not drawn) gave mcGAS lum -6, NPYLR7 agonist -5 and hcGAS inh -1.
`CC(COc1cccc(C#N)c1)OC(=O)c1ncoc1C(C)C` (stereo not drawn) gave NPYLR7 agonist 10 and hcGAS inh -12.
Cc1cc(C)n(C(C[N+](=O)[O-])c2ccccc2)n1 (stereo not drawn) was read as NPYLR7 agonist 1 and hcGAS inh -5.
Cc1nc(C)c(CN2CCC(n3cc(CC(C)O)nn3)CC2)nc1C (stereo not drawn) was read as mcGAS lum -10, NPYLR7 agonist 1 and hcGAS inh -7.
Screening Cc1cc(C)n(C(C)C(=O)NCC(=O)Nc2ccc(F)c(F)c2F)n1 (stereo not drawn) returned NPYLR7 agonist -5 and hcGAS inh 2.
CC1CCN(c2cc3c(cc2F)c(=O)c(-c2nc(-c4ccc5c(c4)OCO5)no2)cn3C)CC1 was read as mcGAS lum 0, NPYLR7 agonist -11 and hcGAS inh -2.
Screening O=C1NC2(CCN(Cc3ccccc3C(F)(F)F)CC2)Nc2cc(Cl)ccc21 returned mcGAS lum -3, NPYLR7 agonist 5 and hcGAS inh -3.
CCCn1c(CN2CCCCC2)n[nH]c1=O was read as NPYLR7 agonist 15 and hcGAS inh -4.
For COC(=O)[C@@H](NC(=O)N(Cc1ccncc1)C1CCN(C)CC1)C(C)C the results were NPYLR7 agonist 13 and hcGAS inh -9.
Screening Cc1cn2c3c(=O)n(Cc4ccc(F)cc4)c(=O)n(C)c3nc2n1CCN1CCOCC1 returned NPYLR7 agonist 1 and hcGAS inh -5.
`CCCCOc1cccc2c1CCN(CC)C2=O` gave mcGAS lum -3, NPYLR7 agonist 1 and hcGAS inh -2.

Following part:
CCN(CC)c1nc(N)c2c(N)nc3c(c2c1C#N)CC(CCl)O3 (stereo not drawn) was read as mcGAS lum -9, NPYLR7 agonist 0 and hcGAS inh -3.
For CCOCc1cc(C(=O)NS(C)(=O)=O)ccc1OC the results were NPYLR7 agonist -4 and hcGAS inh -10.
COc1ccc(CN(CCc2c[nH]c3ccccc23)Cc2nc(C(=O)N3CCCC3)co2)c(OC)c1 was read as mcGAS lum -4, NPYLR7 agonist 19 and hcGAS inh -3.
For COc1ccc(Br)c(-c2nc(=S)nc(N)[nH]2)c1 the results were mcGAS lum 1, NPYLR7 agonist 4 and hcGAS inh 10.
`COc1ccccc1C(=O)COC(=O)c1ccc(Cl)c(N)c1` gave mcGAS lum -6, NPYLR7 agonist 3 and hcGAS inh 0.
`CS(=O)(=O)c1ccc(-c2nn[nH]n2)cc1` gave mcGAS lum -6, NPYLR7 agonist -6 and hcGAS inh 2.
Screening CCCCN1N=C(C)C(C)n2c1nc1c2c(=O)n(CCC)c(=O)n1C (stereo not drawn) returned mcGAS lum -7, NPYLR7 agonist 8 and hcGAS inh -3.
For CC(C)(CCl)C(=O)N1CCN(c2cc(Oc3ccccc3Cl)ncn2)CC1 the results were mcGAS lum -5, NPYLR7 agonist 5 and hcGAS inh -5.
For CN1CCN(Cn2c(=S)n(CN3CCN(C)CC3)c3ccccc32)CC1 the results were NPYLR7 agonist 1 and hcGAS inh -7.
`Cc1cc(C(=O)O)n2nc(-c3ccc(Cl)cc3)cc2n1` gave NPYLR7 agonist -10 and hcGAS inh 3.
Screening Fc1cccc(-c2nnn3c2nc(Cl)c2ccccc23)c1 returned mcGAS lum -3, NPYLR7 agonist -9 and hcGAS inh 0.
`COCC(=O)Nc1cccc(CNc2cc(C#N)nc3ccccc23)c1` gave NPYLR7 agonist 1 and hcGAS inh -2.
Cn1c(C2CCN(C(=O)C3CC4CCC3C4)CC2)n[nH]c1=S (stereo not drawn) was read as NPYLR7 agonist 5 and hcGAS inh -5.
Cc1cc(C)c(C(=O)NCc2cccnc2Oc2ccc(F)cc2F)cn1 was read as mcGAS lum -14 and hcGAS inh 3.
CC(C)S(=O)(=O)Oc1ccc(CN(Cc2ccc(F)cc2)C(=O)c2cccs2)cc1 was read as mcGAS lum -7, NPYLR7 agonist 27 and hcGAS inh -9.
`CC(C)(C)c1ccc(C(=O)N2CCN(C(C(=O)N3CCCC3)C3CCCC3)CC2)cc1` (stereo not drawn) gave mcGAS lum 0, NPYLR7 agonist -7 and hcGAS inh 4.
For CC(NC(=O)Cn1c(=O)n(-c2cccc(Cl)c2)c(=O)c2ccc(Cl)cc21)c1ccccc1 (stereo not drawn) the results were mcGAS lum -2, NPYLR7 agonist -6 and hcGAS inh 5.
CC(C)(C)n1nc2c(c1NC(=O)c1ccc(Cc3ccccc3)cc1)CSC2 was read as mcGAS lum -7, NPYLR7 agonist -3 and hcGAS inh -5.
Screening Cc1ccc2[nH]c(=O)c(CCC(=O)O)c(C)c2c1 returned NPYLR7 agonist 4 and hcGAS inh -7.
For Cc1csc(SCc2cc(=O)c(OC(=O)c3ccccc3)co2)n1 the results were mcGAS lum -5, NPYLR7 agonist 8 and hcGAS inh -2.
CCc1nc2c(OCC(=O)C(C)(C)C)cccn2c1N(C)C(=O)C1CC1 was read as mcGAS lum -4, NPYLR7 agonist 2 and hcGAS inh -2.
Cc1ccc(C)c(S(=O)(=O)NN=Cc2ccc3ncccc3c2)c1 was read as NPYLR7 agonist -1 and hcGAS inh -10.
Screening Cc1ccc(CN(Cc2ccc(F)cc2)C(=O)CNCCCN2CCOCC2)o1 returned NPYLR7 agonist -9 and hcGAS inh -3.
Screening COc1ccc(C(=O)N(Cc2ccccc2)C2CCC(NC(=O)C3CCN(C(=O)c4ccccc4OC)CC3)CC2)cc1 (stereo not drawn) returned mcGAS lum -5, NPYLR7 agonist 1 and hcGAS inh -6.
CC(C)S(=O)(=O)N1CCC(N(C)C2CCOCC2)CC1 was read as mcGAS lum 5 and hcGAS inh 8.
CC(c1ncc(C(C)(C)C)o1)N1CCOC(c2cccc(Br)c2)C1 (stereo not drawn) was read as NPYLR7 agonist 4 and hcGAS inh -7.
Cc1ccc(C)c(C(C)NC(=O)c2ccccc2-c2nn[nH]n2)c1 (stereo not drawn) was read as mcGAS lum -14, NPYLR7 agonist 3 and hcGAS inh -2.
Screening Cc1noc(C)c1C(=O)NC1CCCCCC1 returned NPYLR7 agonist 1 and hcGAS inh -5.
For CN(C)c1ncc(CN2CCC3(CCN(CC4CC4)CC3)C(CO)C2)s1 (stereo not drawn) the results were mcGAS lum -3 and hcGAS inh -8.
`Cc1ccc(C(=O)N2CC(c3ccccn3)C2)c(F)c1F` gave NPYLR7 agonist 4 and hcGAS inh -8.
Screening Cc1cnc(C(=O)N2CCCC(CCC(=O)NCc3ccc(F)c(F)c3)C2)cn1 (stereo not drawn) returned NPYLR7 agonist 17 and hcGAS inh -1.
For CCC(CC)n1nc(C)cc1NC(=O)c1cccc2c1OCCO2 the results were mcGAS lum -12, NPYLR7 agonist 1 and hcGAS inh -5.
Screening CC(O)c1cn(C2CCN(Cc3cccn3-c3cccnc3)CC2)nn1 (stereo not drawn) returned NPYLR7 agonist 19 and hcGAS inh -10.
`CCCCc1ccc(C(=O)N2CCN(c3nc(-c4ccc(Cl)cc4)nc(C)c3C)CC2)cc1` gave mcGAS lum 0, NPYLR7 agonist -4 and hcGAS inh 3.
For COc1ccc(Cc2nc3c(c(=O)[nH]2)CN(S(=O)(=O)c2cccc4ccccc24)CC3)cc1 the results were mcGAS lum -3, NPYLR7 agonist 15 and hcGAS inh -2.
For CC(=O)Nc1ccc(SCCCC(=O)N2CCN(c3ccc(F)cc3)CC2)nn1 the results were mcGAS lum -10, NPYLR7 agonist -2 and hcGAS inh -8.
`O=C(NCC(=O)N1CCOC(COCc2ccccc2)C1)c1cccc(C(F)(F)F)c1` (stereo not drawn) gave NPYLR7 agonist 17 and hcGAS inh -9.
For Nc1nc2[nH]cc(CCc3ccc(C(=O)N[C@@H](CCC(=O)O)C(=O)O)cc3)c2c(=O)[nH]1 the results were mcGAS lum -9, NPYLR7 agonist 9 and hcGAS inh -10.
For COc1ccc(-n2nnnc2SCC(=O)OC(C)(C)C)cc1 the results were NPYLR7 agonist -1 and hcGAS inh -4.
Screening O=c1[nH]nc(C2CCC2)n1Cc1ccco1 returned mcGAS lum -9, NPYLR7 agonist -1 and hcGAS inh 0.
Screening CC(C)CN(CCC(=O)NCCc1ccccc1)c1nc(Cc2ccccc2)ns1 returned mcGAS lum -4, NPYLR7 agonist -4 and hcGAS inh -3.
For COc1ccc(CNC(=O)c2cc(Cn3nc(C)cc3C)[nH]n2)c(OC)c1 the results were NPYLR7 agonist 6 and hcGAS inh -4.
For O=C(NCc1ccncc1)c1ccc(CSc2nc(N3CCCC3)cc(C(F)(F)F)n2)o1 the results were mcGAS lum -5, NPYLR7 agonist 0 and hcGAS inh 1.
For COc1ccccc1N1CCN(c2ccc(NC(=O)CC(C)CC(C)(C)C)cc2C(=O)NC2CC2)CC1 (stereo not drawn) the results were mcGAS lum -4, NPYLR7 agonist 19 and hcGAS inh -10.
Screening CC(OC(=O)c1cccc(S(=O)(=O)NC2CC2)c1)c1ccncc1 (stereo not drawn) returned mcGAS lum -14, NPYLR7 agonist 3 and hcGAS inh -6.
For C[C@H]1CC2C3CCC4=CC(=O)C=C[C@]4(C)[C@@]3(Cl)[C@@H](O)C[C@]2(C)[C@@]1(O)C(=O)CO (stereo partly drawn) the results were mcGAS lum -3, NPYLR7 agonist 2 and hcGAS inh 2.
COc1cc(/C=C/C(N)=O)cc(OC)c1OC was read as NPYLR7 agonist 0 and hcGAS inh -1.
Screening O=C1CC(c2ccco2)Cc2nc3nc(-c4ccccc4)nn3cc21 (stereo not drawn) returned NPYLR7 agonist 4 and hcGAS inh -1.
Screening CC1c2[nH]c3ccccc3c2CCN1S(=O)(=O)N(C)C1CCCCC1 (stereo not drawn) returned mcGAS lum -11, NPYLR7 agonist 6 and hcGAS inh -7.
